# Assay outcomes as filed in PubChem BioAssay.
# Hsp70 act = Hsp70 transcriptional activators, primary screen, cell-based, HeLa, Hsp70 promoter luciferase, luminescence, 10 µM | 0.04% of 200,000 active | AID 1203, 2008 | HeLa Hsp70 promoter luciferase reporter; scaled: vehicle 0, proteasome-inhibitor control 100% | activation, % at 10 µM;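 active = activation above the mean across all tested compounds plus 3 SD, cutoff set per campaign, cut at about 5.5% in these data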;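 note: 100% = MG132 at 30 µM as the positive control and 0% = DMSO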
# Redox H2O2 prof = compounds producing H2O2 with reducing agent – biochemical, NIH compound library profiling, artefact control for MLSCN library redox annotation, primary screen; 0.03% of 200,000 active; activation, % at 10 µM; DTT-dependent redox cycling H2O2, phenol red/HRP absorbance; 100% = 100 µM peroxide control, 0% = buffer; AID 878, 2007;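 active = activation of at least 50% relative to the plate's high and low controls in the primary single-dose screen; inactive = activation below 50%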;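 note: compound incubated with DTT at 0.8 mM final as the reducing agent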
# STAT1 act = STAT1 signaling activators, primary screen, cell-based, HTS, luciferase reporter; NIH 3T3 STAT1-luciferase reporter, IFN-gamma, luminescence; 100% = IFN-gamma alone, no compound; activation (% of control), % at 5.5 µM; 2.6% of 200,000 active;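 active = activation above the screen-wide mean activation plus 3 SD, cut at about 130% in these data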;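 note: raw ratio to IFN-gamma control signal so 100% means no change and 0% no light; values of inactives mirror those of a sister screen read the other way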
# NF-kB neuron act = activators of NF-kB expression in neurons, primary screen, cell-based, HTS | AID 1239, 2008 | human neuronal cells, NF-kB reporter expression; active compounds read high | 1.6% of 190,000 active | fold change at 12.5 µM; in the data active = fold change above about 3.3
# Efa HMGR inh = inhibitors of E. faecalis class II HMGR, primary screen, biochemical, Enterococcus faecalis; HMG-CoA reductase (Enterococcus faecalis, mvaE); 0.41% of 190,000 active; inhibition, % at 10 µM; AID 1066, 2008; purified E. faecalis HMGR, NADPH absorbance 340 nm kinetic;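 active = inhibition above a set limit, the median over all tested compounds plus 3 SD, cut at about 9.5% in these data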;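 note: enzyme runs in reverse so mevalonate oxidation gives rising NADPH absorbance; 0% = complete reaction with DMSO and 100% = background rate lacking mevalonate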
# STAT1 blocker = STAT1 signaling inhibitors, primary screen, cell-based, HTS, luciferase reporter; NIH 3T3 STAT1-luciferase reporter, IFN-gamma, luminescence; inhibition, % at 5.5 µM; 0.35% of 200,000 active;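 active = inhibition above a set limit, the mean inhibition across all tested compounds plus 3 SD, cut at about 34% in these data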;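 note: 0% = IFN-gamma with DMSO and 100% = IFN-gamma with 300 µM nifuroxazide; values of inactives mirror those of a sister screen read the other way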
# STAT3 activator = IL-6 driven STAT3 reporter potentiators, primary screen, U3A cells, luciferase, luminescence, MLSCN library. IL-6 STAT3-luciferase reporter; 100% = signal with IL-6 EC80 alone. 0.91% of 190,000 active. activation (% of control), % at 5.6 µM;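 active = activation above the screen-wide mean of compound activation plus 3 SD, cut at about 130% in these data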;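 note: 0% = background luminescence of wells with medium and substrate only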
#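 Material: human STAT1-deficient U3A cells with stable STAT3-luciferase reporter / Probe or stimulus: IL-6 stimulus at 33 ng/mL final / Schedule: 1 h compound pre-exposure, 6 h IL-6 stimulation, 37 °C / Technique: luminescence / Read-out basis: percent of IL-6-only median luminescence / Control set: IL-6-only high control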
# TLR4 MyD88 comp = inhibitors of TLR4-MyD88 association in cells, primary screen, cell-based, HeLa CL3-4, BLA complementation, FRET ratio. inhibition, % at 8.4 µM. HeLa CL3-4 TLR4/MyD88 BLA complementation. 0.18% of 200,000 active. AID 861, 2007. Toll-like receptor 4 (Homo sapiens) + Myeloid differentiation primary response protein …; in the data active = inhibition above about 25%;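 note: 0% = vehicle and 100% = reference inhibitor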
# Target sequence (O00206 whole entry, looked up): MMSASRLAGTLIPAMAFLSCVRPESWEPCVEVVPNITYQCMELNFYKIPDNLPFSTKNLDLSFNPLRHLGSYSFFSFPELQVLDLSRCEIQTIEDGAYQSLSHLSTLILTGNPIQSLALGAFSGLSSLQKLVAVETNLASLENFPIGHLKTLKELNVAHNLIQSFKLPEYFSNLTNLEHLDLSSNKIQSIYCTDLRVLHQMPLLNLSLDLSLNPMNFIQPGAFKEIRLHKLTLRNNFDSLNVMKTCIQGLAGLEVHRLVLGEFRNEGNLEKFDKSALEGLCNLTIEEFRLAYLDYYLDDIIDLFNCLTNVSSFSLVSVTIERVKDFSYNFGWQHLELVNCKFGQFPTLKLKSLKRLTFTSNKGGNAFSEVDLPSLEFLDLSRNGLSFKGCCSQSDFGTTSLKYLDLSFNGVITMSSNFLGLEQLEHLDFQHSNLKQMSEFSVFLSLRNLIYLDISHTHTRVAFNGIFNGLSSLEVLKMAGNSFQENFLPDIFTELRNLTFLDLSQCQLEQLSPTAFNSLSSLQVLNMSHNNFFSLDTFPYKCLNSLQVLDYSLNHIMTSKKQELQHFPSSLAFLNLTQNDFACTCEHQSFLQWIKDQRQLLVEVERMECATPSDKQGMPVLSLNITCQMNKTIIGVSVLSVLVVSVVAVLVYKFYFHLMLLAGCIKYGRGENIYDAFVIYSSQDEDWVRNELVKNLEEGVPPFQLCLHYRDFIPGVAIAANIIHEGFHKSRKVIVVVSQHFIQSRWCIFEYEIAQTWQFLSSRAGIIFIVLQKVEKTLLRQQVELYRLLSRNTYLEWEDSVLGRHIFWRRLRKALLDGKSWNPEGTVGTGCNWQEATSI
# Target sequence (Q99836 whole entry, looked up): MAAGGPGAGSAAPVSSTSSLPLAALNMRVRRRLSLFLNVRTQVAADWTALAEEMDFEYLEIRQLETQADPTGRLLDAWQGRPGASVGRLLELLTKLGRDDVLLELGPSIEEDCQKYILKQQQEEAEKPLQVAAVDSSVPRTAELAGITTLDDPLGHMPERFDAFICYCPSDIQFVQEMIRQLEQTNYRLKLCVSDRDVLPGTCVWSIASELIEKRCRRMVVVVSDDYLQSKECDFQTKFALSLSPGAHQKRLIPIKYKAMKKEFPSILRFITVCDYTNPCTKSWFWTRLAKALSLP
# APP 5'UTR act = activators of APP 5'UTR luciferase reporter, primary screen, SH-SY5Y cells. SH-SY5Y APP 5'UTR luciferase reporter, luminescence; zero percent = DMSO vehicle wells. activation, % at 2 µM. 1% of 190,000 active;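 active = activation above a set limit, based on mean plus 3 SD of controls, cut at about 140% in these data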; note: values of inactives mirror those of a sister screen read the other way
# STAT3 inh = IL-6 driven STAT3 reporter inhibitors, primary screen, U3A cells, luciferase, luminescence, MLSCN library; IL-6 STAT3-luciferase reporter; host cell line lacks STAT1; inhibition, % at 5.5 µM; 0.89% of 190,000 active; AID 862, 2007;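 active = inhibition above the mean inhibition across all screened compounds plus 3 SD, cut at about 44% in these data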;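 note: 0% = DMSO only wells and 100% = 100 µM nifuroxazide control wells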
# * = called active by the depositor; . = not tested or not shown.
# Start of the listing, in advance (3 entries):
SMILES,Hsp70 act,Redox H2O2 prof,STAT1 act,NF-kB neuron act,Efa HMGR inh,STAT1 blocker,STAT3 activator,TLR4 MyD88 comp,APP 5'UTR act,STAT3 inh
Cc1cc(C)n2nnnc2c1C#N,-0.3,0.1,98,1,-3,2,105,-20,-2,1
O=C1N(c2ccccc2)C(c2ccc(Cl)cc2)N2CCCN12 (stereo not drawn),1.4,0.1,98,1,-9,2,90,-1,23,8
COC(=O)c1cc(NC(=O)Cc2ccc(OC)c(OC)c2)cc(C(=O)OC)c1,-0.5,1.4,98,0.89,3,3,99,4,-8,5

# The list itself, from the start:
SMILES,Hsp70 act,Redox H2O2 prof,STAT1 act,NF-kB neuron act,Efa HMGR inh,STAT1 blocker,STAT3 activator,TLR4 MyD88 comp,APP 5'UTR act,STAT3 inh
Cc1cc(C)n2nnnc2c1C#N,-0.3,0.1,98,1,-3,2,105,-20,-2,1
O=C1N(c2ccccc2)C(c2ccc(Cl)cc2)N2CCCN12 (stereo not drawn),1.4,0.1,98,1,-9,2,90,-1,23,8
COC(=O)c1cc(NC(=O)Cc2ccc(OC)c(OC)c2)cc(C(=O)OC)c1,-0.5,1.4,98,0.89,3,3,99,4,-8,5
Cc1cc(C(F)F)nn1CC(=O)NCc1ccc(Cl)cc1Cl,0.4,1.6,98,0.94,0,3,101,-7,16,2
COc1ccc(S(=O)(=O)Nc2ccc3cn[nH]c3c2)cc1C,-0.1,-1.2,85,0.98,-1,15,101,-7,-9,2
O=C(CSc1ncccn1)NCCc1ccccc1,-0.2,-3.0,99,1.3,-1,2,90,0,-6,17
Cc1ccccc1CNS(=O)(=O)c1ccc2c(c1)OCCO2,-0.1,0.5,95,1,0,6,106,11,14,-2
Cc1cc(NC(=O)C2C3C(=O)N(CC4CCCO4)C(C(=O)NC(C)(C)C)C34C=CC2(C)O4)no1 (stereo not drawn),-0.3,-0.2,97,1.2,-9,1,94,-2,-6,12
CC(OC(=O)CCCc1nc2ccccc2s1)C(N)=O (stereo not drawn),0.3,0.5,101,1.1,-5,-1,98,4,6,6
O=C(O)C1C2CCC(O2)C1C(=O)NCCC1=CCCCC1 (stereo not drawn),-0.4,0.8,97,0.92,0,4,99,8,9,2
Cc1ccc(S(=O)(=O)N2C(=O)C(C)SC2=Nc2ccccc2)cc1 (stereo not drawn),-0.1,-0.8,99,1.1,-3,1,95,-1,4,14
CC1=Nc2ccccc2/C1=C/c1sc(=O)n(CC(=O)N2CCCC2)c1O,-0.4,-4.0,93,1,-5,7,97,-3,-4,10
COc1ccc(N2C(=O)C(Cl)=C(N(CCO)Cc3ccccc3)C2=O)cc1,-0.2,-0.9,93,1.2,0,8,109,2,3,-7
Cc1ccc(N(CC(=O)NCc2ccc(F)cc2)S(=O)(=O)c2cccs2)cc1,0.3,0.3,102,0.73,-3,-2,99,12,0,8
CCOC(=O)c1sc2ncn(/N=C/c3ccc(O)c(OC)c3)c(=O)c2c1C,-0.1,-0.8,105,1.3,-5,-7,99,-7,-11,7
CC(C)OC(=O)c1ccc(COC(=O)c2cccc(-c3nnc(-c4ccccc4)o3)c2)cc1,-0.1,0.7,118,2,1,-20,91,5,35,13
CC1CCCCC1NC(=O)/C(C#N)=C/C=C/c1ccccc1[N+](=O)[O-] (stereo not drawn),3.5,-1.6,91,1.3,2,8,115,6,-5,-10
Cc1cccc(CC2S/C(=N/c3ccccn3)NC2=O)c1 (stereo not drawn),-0.1,0.3,98,1.4,-1,4,97,-1,-2,7
CCCCN(C)CCCNC(=O)c1ccc(N2CCCC2=O)cc1,-0.2,0.0,104,1.3,-2,-4,94,-5,1,12
O=S(=O)(/N=C(/NNS(=O)(=O)c1ccccc1)c1ccccc1)c1ccccc1,-0.2,0.3,99,1,-2,-1,100,-14,14,3
O=C1CSC(c2ccccc2Cl)N1 (stereo not drawn),0.4,-0.6,97,1,-4,2,85,4,-16,27
O=C(CN1CCCC1)N1CCCC(c2ccc(F)cc2)c2ccc(F)cc21 (stereo not drawn),-0.2,-0.7,89,1.2,-6,12,97,-13,10,4
O=C(CN1C(=O)c2ccccc2S1(=O)=O)NCc1ccc2c(c1)OCO2,-0.2,0.0,96,1.2,-4,3,103,0,9,1
Cc1ccc(CN2C(=O)CCC2C(=O)NCC2CCCO2)cc1 (stereo not drawn),-0.3,-4.7,95,0.9,-1,6,106,4,11,-4
CCOC(=O)CN1CC23C=CC(O2)C(C(=O)Nc2ccc(F)c(C)c2)C3C1=O (stereo not drawn),-0.4,0.0,101,1,-2,2,101,-6,-11,-1
Cc1ccc(-c2nnn(Cc3nc(N)nc(N4CCOCC4)n3)n2)cc1,-0.4,-0.1,101,1,0,-3,97,1,5,8
N#C/C(=C\c1ccccc1OCc1ccc(C(=O)O)cc1)C(=O)Nc1ccc(O)cc1,-0.2,-0.2,96,1.4,-4,2,104,10,-2,-3
CC(C)OC(=O)CSc1nnc(COc2ccc([N+](=O)[O-])cc2)n1C,-0.2,-0.5,95,1.2,0,5,93,4,16,15
O=C(CCn1c(=O)[nH]c2ccsc2c1=O)N1CC(=O)N(CCc2ccccc2)C(=O)C1,-0.5,-1.8,95,1.2,-9,6,100,-11,-7,6
CC(C)C(c1nnnn1Cc1ccco1)N1CCN(C2CCCC2)CC1 (stereo not drawn),-0.1,-0.1,105,1.4,-2,-5,105,-2,10,0
CC1(C)COC(/C=C/c2cccc([N+](=O)[O-])c2)=N1,0.5,-1.2,88,1.9,3,11,87,6,-8,19
COc1cccc(/C=N/NC(=O)CSc2nnc(C)n2-c2ccccc2)c1OC,-0.6,14,96,1,3,4,96,7,-11,6
N#C/C(=C\c1ccc(-c2cccc([N+](=O)[O-])c2)o1)C(=O)N1CCOCC1,-0.1,-1.4,102,1.3,-1,-4,98,10,15,5
COC(=O)[C@H](C)NC(=O)Nc1cccc(C)c1,-0.1,0.6,100,0.98,2,-1,101,-11,6,2
Cc1ccc(/C=N\NC(=O)c2cncc(Br)c2)o1,-0.3,-0.1,101,1.1,2,-2,106,-5,-9,-6
CC(C)c1ccc2[nH]c3nc(SCC(=O)N4CCOCC4)nnc3c2c1,-0.1,-1.3,131*,1,-5,-37,102,12,15,4
COC(=O)c1ccc(N2CCN(C(C)=O)CC2)c(NC(=O)COc2ccccc2C)c1,-0.3,-0.3,102,0.87,-1,-4,105,-5,-3,1
Cc1ccc(NC(=O)CSc2nnc(-c3ccccc3C)o2)cc1C,-0.3,2.2,101,2.5,-1,-1,95,-10,38,15
O=c1oc2ccccc2cc1N1CCOCC1,-0.1,-0.6,107,1.1,-7,-7,97,2,9,3
C/C(CC(=O)Nc1ccc(C)c(Cl)c1)=N\NC(=O)c1ccco1,0.2,0.8,117,0.94,-5,-19,91,7,57,16
O=C(N/N=C/c1cccnc1)c1ccccc1OCc1ccc(Br)cc1,-0.1,-0.1,108,0.62,6,-9,100,3,-12,4
O=C(CN1CCN(c2ccccc2)CC1)NC(=O)NCc1ccco1,-0.2,-0.1,102,1.2,0,0,101,1,4,-4
c1ccc(COC2CCCN(Cc3nc(-c4cnccn4)no3)C2)cc1 (stereo not drawn),0.2,-1.8,95,0.97,-1,4,94,2,0,11
O=C(O)c1ccc(-n2cccc2/C=C2/NC(=O)N(c3cccc(Cl)c3)C2=O)cc1,-0.2,-0.3,97,0.85,3,3,111,12,-13,-9
C=CCNC(=O)/C(=C\c1ccc([N+](=O)[O-])cc1)NC(C)=O,-0.1,-1.8,92,1.1,-6,9,101,0,-4,3
CC(=O)N1CCN(Cc2cc(=O)n3cc(Cl)c(C)c(Cl)c3n2)CC1,-0.3,-0.1,98,0.95,1,3,87,6,7,22
CCOC(=O)C1CCCN(CC(O)COc2ccccc2C(C)=O)C1 (stereo not drawn),-0.3,-0.2,94,0.97,0,5,88,-12,-18,14
NC(=O)COC(=O)c1cccc(S(=O)(=O)N2CCCCC2)c1,0.2,-1.0,100,1.2,-3,0,98,-8,5,3
COc1ccccc1N1CCN(CC(=O)Nc2c(C)n(C)n(-c3ccccc3)c2=O)CC1,0.2,1.0,99,0.97,-4,-1,104,-8,-13,2
N#Cc1c(NC(=O)CSc2nc(N)cc(=O)[nH]2)sc2c1CCCC2,0.0,-1.1,88,0.9,-1,10,93,-9,11,11

# Carrying on.
SMILES,Hsp70 act,Redox H2O2 prof,STAT1 act,NF-kB neuron act,Efa HMGR inh,STAT1 blocker,STAT3 activator,TLR4 MyD88 comp,APP 5'UTR act,STAT3 inh
Cc1cccc(N=Cc2cc3c(cc2[N+](=O)[O-])OCO3)c1,-0.1,3.2,107,1.1,.,-8,98,-10,10,9
CCC(=O)Nc1ccc(-c2cc3ccccc3oc2=O)cc1,-0.5,-0.3,143*,2.6,-8,-48,88,-16,-17,19
COc1cccc(/C=N/NC(=O)CCn2nnc3ccccc32)c1,-0.3,0.4,101,1,3,-2,105,-12,1,-3
COc1ccc(CN(C(=O)CSc2nnc(-c3ccc(OC)c(OC)c3)o2)c2ccc(F)cc2)cc1,-0.1,1.6,99,0.71,-10,1,100,0,6,4
CC1CC(C)CN(C(=O)C(C)N(C)CC(=O)Nc2ccccc2Cl)C1 (stereo not drawn),-0.1,0.0,99,0.93,-1,-1,109,-2,13,-8
O=C(Nc1sc2c(c1C(=O)O)CCCCC2)c1cccs1,-0.2,0.0,116,1.9,2,-21,102,6,174*,2
O=[N+]([O-])c1ccc(C2OCCO2)cc1CS(=O)(=O)c1ccccc1,-0.2,-0.6,100,1.1,-5,-2,101,-2,18,2
Cc1ccc(C)c(C(=O)CCC(=O)Nc2cccnc2)c1,-0.1,0.2,92,0.98,3,8,86,-8,23,20
COc1ccc(NC(=O)C2CCC(=O)N2)cc1 (stereo not drawn),-0.2,-0.3,99,1.1,-2,1,103,4,2,1
COc1ccc(N2CCN(CCCNC(=O)C3CCC(CNc4nc(=S)[nH]c5ccccc45)CC3)CC2)cc1 (stereo not drawn),-0.4,-0.9,77,1,-1,23,82,-16,11,24
Nc1c(-c2ccccc2Cl)cnn1-c1cccc([N+](=O)[O-])c1,-0.2,-11,116,1.6,-4,-17,95,2,32,12
CCOc1ccc(-c2nnc3ccc(SCc4ccc(C(=O)OC)o4)nn23)cc1,0.0,3.1,90,0.84,-8,11,89,-1,-9,14
COc1ccc(CN(CC2CCC(C(=O)O)CC2)C(=S)Nc2ccccc2C)cc1 (stereo not drawn),0.2,-1.9,98,0.9,0,1,95,1,5,17
